Screens from PubChem.
LYPLA1 inh: LYPLA1 (human) inhibition in PME1 counter-screen; inhibition, % at 5.9 µM; O75608; 320,000 tested, 0.16% active; recombinant LYPLA1, FP-Rh probe fluorescence polarization;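 active means inhibition above the mean of all tested compounds plus 3 SD, set per campaign, cut at about 14% in these data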;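 further: inhibitors block serine hydrolase probe labeling of LYPLA1 so polarization falls; 0% = enzyme with DMSO and 100% = wells lacking LYPLA1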
Target sequence (O75608 whole entry, looked up): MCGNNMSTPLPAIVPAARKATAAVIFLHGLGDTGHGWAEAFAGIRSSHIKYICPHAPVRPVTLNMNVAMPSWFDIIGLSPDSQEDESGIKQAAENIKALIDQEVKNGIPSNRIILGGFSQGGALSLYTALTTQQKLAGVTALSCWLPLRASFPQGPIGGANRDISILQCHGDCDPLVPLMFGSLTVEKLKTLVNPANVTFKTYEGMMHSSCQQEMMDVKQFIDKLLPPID
PAFAH2 FP inh: inhibitors of human PAFAH2; recombinant PAFAH2, FP-rhodamine activity probe, fluorescence polarization; Q99487; inhibition, % at 3.39 µM; 340,000 tested, 0.99% active; AID 492956;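 active means inhibition above the mean over all tested compounds plus 3 SD, cut at about 30% in these data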;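 further: inhibitors block probe labeling of enzyme so polarization drops; 0% = enzyme with DMSO and 100% = wells lacking PAFAH2 protein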
PREPL inh: inhibitors of human prolyl oligopeptidase-like enzyme PREPL | inhibition, % at 5.96 µM | recombinant PREPL, fluorescence polarization activity-based probe | 320,000 tested, 0.68% active | Q4J6C6; in the data active means inhibition above about 43%;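 further: 0% = enzyme with DMSO and 100% = wells lacking enzyme; many of its hits are not listed in these tables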
LYPLA2 inh: counter-screen for PME1 inhibitors: inhibitors of human LYPLA2; O95372; recombinant LYPLA2, FP-Rh probe fluorescence polarization; inhibition, % at 5.9 µM; 320,000 tested, 0.38% active; AID 2177;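 active means inhibition above the screen-wide mean plus 3 SD, limit set per campaign, cut at about 26% in these data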;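 further: 0% = LYPLA2 with DMSO and 100% = wells lacking LYPLA2 enzyme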
pPAFAH inh: pPAFAH (human) enzyme inhibition | Q13093 | recombinant pPAFAH, FP-rhodamine probe fluorescence polarization | inhibition, % at 3.39 µM | 330,000 tested, 1.5% active | AID 463082;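 active means inhibition above the mean inhibition across the screen plus 3 SD, cut at about 25% in these data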;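 further: inhibitors block binding of the rhodamine activity-based probe so polarization drops; 0% = enzyme with DMSO and 100% = wells lacking pPAFAH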
PAFAH1B3 inh: inhibitors of human PAFAH1B3; 340,000 tested, 0.28% active; inhibition, % at 3.39 µM; AID 492972; recombinant PAFAH1B3, FP-rhodamine probe, fluorescence polarization; Q15102;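 active means inhibition above the screen-wide average of all tested compounds plus 3 SD, cut at about 25% in these data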;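 further: 0% = enzyme with DMSO only and 100% = wells lacking PAFAH1B3 protein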
PAFAH1B2 inh: inhibitors of human PAFAH1B2 | recombinant PAFAH1B2, FP-rhodamine activity probe, fluorescence polarization | 340,000 tested, 1.2% active | P68402 | inhibition, % at 3.39 µM;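 active means inhibition above the mean of all tested compounds plus 3 SD, cut at about 24% in these data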;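 further: 0% = enzyme with DMSO and 100% = wells lacking PAFAH1B2; many of its hits are not listed in these tables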
PAD4 FP inh: blocks human protein arginine deiminase 4. Q9UM07. recombinant PAD4, RCA probe fluorescence polarization. inhibition, % at 6.36 µM. 330,000 tested, 0.41% active. AID 485272;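 active means percent inhibition above a cutoff equal to the mean of all tested compounds plus 3 SD, cut at about 15% in these data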;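 further: 0% = PAD4 with RCA probe and DMSO and 100% = probe without PAD4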
Target sequence (Q9UM07 whole entry, looked up): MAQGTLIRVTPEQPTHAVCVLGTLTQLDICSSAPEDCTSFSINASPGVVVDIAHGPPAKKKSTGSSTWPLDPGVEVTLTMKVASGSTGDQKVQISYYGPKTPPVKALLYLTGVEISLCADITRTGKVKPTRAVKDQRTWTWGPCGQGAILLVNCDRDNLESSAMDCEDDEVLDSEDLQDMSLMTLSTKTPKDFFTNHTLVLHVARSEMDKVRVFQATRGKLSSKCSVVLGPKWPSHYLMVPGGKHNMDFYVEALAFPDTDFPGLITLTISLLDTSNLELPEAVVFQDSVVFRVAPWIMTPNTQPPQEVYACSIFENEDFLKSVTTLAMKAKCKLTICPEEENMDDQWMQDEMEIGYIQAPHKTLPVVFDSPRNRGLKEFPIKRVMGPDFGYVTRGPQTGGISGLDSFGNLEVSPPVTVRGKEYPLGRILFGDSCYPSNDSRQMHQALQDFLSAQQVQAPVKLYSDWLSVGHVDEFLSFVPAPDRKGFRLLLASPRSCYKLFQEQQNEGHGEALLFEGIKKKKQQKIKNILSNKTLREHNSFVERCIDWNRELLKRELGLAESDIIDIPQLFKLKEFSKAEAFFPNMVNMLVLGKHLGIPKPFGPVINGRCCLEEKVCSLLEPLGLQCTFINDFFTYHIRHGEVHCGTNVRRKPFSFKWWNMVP
GSTO1 inh: blocks human GSTO1 in RBBP9 counter-screen | P78417 | recombinant GSTO1, activity-based probe fluorescence polarization | inhibition, % at 5.96 µM | 300,000 tested, 1.1% active | AID 1974;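 active means inhibition above the campaign mean inhibition plus 3 SD, cut at about 35% in these data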;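 further: 0% = GSTO1-1 with DMSO and 100% = wells lacking GSTO1-1 enzyme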
* hit, by the source's call; nt = not tested or not shown. The list is partial; the hit share may differ from the screen's.

#1 COc1ccc2c(c1)nc(SCC(C)O)n2C (configuration not stated)
#2 Oc1ccc2c(c1)c1c3n2CCNC3CCC1 (configuration not stated)
#3 COc1ccc(C(=O)NC(C)c2nnc(SCC(=O)Nc3nc(C)cs3)n2C)cc1 (configuration not stated)
#4 CCOC(=O)c1c(S(=O)(=O)NCCc2cccs2)c(C)n(C)c1C
#5 CC(C)N(C(=O)[C@H]1C[C@H](CC(=O)NCCCN(C)C)C(=O)N2CCc3c([nH]c4cc(CCC(=O)N(C)C)ccc34)[C@]12C)C(C)C
#6 C=CCn1c(-c2ccc(OC)cc2)nc2ccccc21
#7 CCOC(=O)C[n+]1ccc2c([nH]c3ccccc32)c1C
#8 CN(C)c1ccc(C(=O)c2ccccc2)cc1
#9 CN(C)S(=O)(=O)c1ccc(NC(=O)c2ccc(Br)o2)cc1
#10 COc1cccc(-c2nnc(NC(=O)c3cccs3)s2)c1

assay / compound,1,2,3,4,5,6,7,8,9,10
LYPLA1 inh,0,-1,-3,3,nt,-3,-1,-2,-1,0
PAFAH2 FP inh,-4,2,-4,3,-2,-3,2,-1,-7,7
PREPL inh,4,-5,20,9,nt,-1,5,5,15,2
LYPLA2 inh,3,2,3,3,nt,-1,-3,4,2,4
pPAFAH inh,4,9,4,-2,3,0,1,10,3,3
PAFAH1B3 inh,4,8,-2,4,0,5,5,-8,12,-1
PAFAH1B2 inh,-1,2,5,1,-1,5,-1,-4,-1,7
PAD4 FP inh,-7,-1,3,-1,1,-3,-5,-1,-2,-1
GSTO1 inh,1,-5,-1,0,nt,-3,-5,-4,6,-46

#11 O=C(CSc1nnc(-c2ccncc2)n1-c1ccc(F)cc1)NNC(=O)c1cccc(O)c1
#12 CCOC(=O)c1sc2nc(C)nc(SCC(=O)NC3CCS(=O)(=O)C3)c2c1C (configuration not stated)
#13 COc1ccc(C2Nc3ccccc3C(=O)N2c2ccc(F)cc2)cc1Cn1nnc2ccccc21 (configuration not stated)
#14 COc1ccc(-n2ncc3c2CC(C)(C)CC3NC(=O)CCc2c(C)nn(C)c2C)cc1 (configuration not stated)
#15 COc1ccc([C@H]2CC(=O)C=C(c3ccc(Cl)cc3C)C2)cc1
#16 COc1cccc(-c2ccc3ncnc(NCc4ccc5c(c4)OCO5)c3c2)c1
#17 COCCn1c(SCC(=O)Nc2cccc(S(N)(=O)=O)c2)nc2cc(Cl)ccc2c1=O
#18 O=C(CC1SC(=Nc2ccc(OC(F)F)cc2)N(CCC2=CCCCC2)C1=O)Nc1ccccc1F (configuration not stated)
#19 CC(=O)c1c(N2CCN(Cc3ccccc3)CC2)[nH]c(-c2ccccc2)nc1=S
#20 Cc1noc(C)c1COc1ccc(C(=O)OCC(=O)N2CC3(C)CC2CC(C)(C)C3)cc1 (configuration not stated)

assay / compound,11,12,13,14,15,16,17,18,19,20
LYPLA1 inh,-2,-4,-6,0,0,nt,1,-14,5,0
PAFAH2 FP inh,2,-2,5,-6,0,-36,-7,-25,-9,14
PREPL inh,3,7,-4,-1,-17,8,-18,-33,34,0
LYPLA2 inh,1,0,1,-4,-6,nt,1,-24,8,9
pPAFAH inh,1,-3,-2,3,-2,-8,5,-12,-2,5
PAFAH1B3 inh,4,14,6,8,5,8,4,-9,1,2
PAFAH1B2 inh,2,8,4,5,6,-6,3,-5,4,15
PAD4 FP inh,-5,-3,-8,-2,2,1,-6,-3,-2,3
GSTO1 inh,-2,-23,-1,1,nt,nt,-11,-3,-1,1

#21 C/C(=N\NC(=O)c1ccccc1C)c1cccc([N+](=O)[O-])c1
#22 Brc1cnc(N2CCCCC2)nc1N1CCOCC1
#23 CCCOc1ccc(-c2c(=O)n(O)c3ccccc3[n+]2[O-])cc1
#24 COC(=O)c1ccc(NC(=O)c2nc(S(=O)(=O)Cc3cccc(C)c3)ncc2Cl)cc1
#25 COCn1c(-c2ccccc2)nc2ccccc21
#26 Cc1ccc(/C=C2\SC(=S)N(CC3CCCO3)C2=O)o1 (configuration not stated)
#27 O=C(c1ccc(N2CCCC2=O)cc1)N1CCN(c2ccc(Cl)cc2)CC1
#28 Cc1ccc(NC(=O)CSc2nc(N)cc(=O)[nH]2)cc1S(=O)(=O)N1CCOCC1
#29 O=C(N/N=C/c1sc(N2CCOCC2)nc1-c1ccccc1)c1ccccc1Cl
#30 COc1ccc(S(=O)(=O)N2CCCC2CNC(=O)C(=O)NC2CC2)cc1 (configuration not stated)

assay / compound,21,22,23,24,25,26,27,28,29,30
LYPLA1 inh,0,-5,8,-2,2,-3,0,-1,1,3
PAFAH2 FP inh,-7,-1,2,-13,4,4,2,-3,7,-2
PREPL inh,12,-4,20,7,6,3,8,-11,10,-5
LYPLA2 inh,12,-6,50*,-7,2,-9,53*,-4,5,3
pPAFAH inh,-2,-1,3,-7,6,18,10,-6,2,7
PAFAH1B3 inh,-1,3,7,4,8,-1,-5,10,9,1
PAFAH1B2 inh,6,1,-1,9,1,-2,-2,3,5,-2
PAD4 FP inh,-8,2,-4,-2,3,-10,-5,-5,-2,2
GSTO1 inh,6,9,18,-29,-2,19,3,-11,4,-5

#31 CCc1nnc(NC(=O)CSc2nc3cccnc3n2C2CCCCC2)s1
#32 Cc1nn(-c2ccccn2)c2c1C(c1ccsc1)C1=C(CCCC1=O)N2 (configuration not stated)
#33 Cc1ccc(S(=O)(=O)N(C)C)cc1NC(=O)C(C)OC(=O)C1CCCCC1 (configuration not stated)
#34 Cc1ccc2c(c1)-c1c(ssc1=S)C(C)(C)N2C(=O)CSC1=NCCS1
#35 COc1ccc(-n2nc(C(=O)NCC(=O)N3CCC(C)CC3)c3ccccc3c2=O)cc1
#36 O=C(COC(=O)/C=C/c1ccc(OC(F)F)cc1)NC(=O)NCc1ccccc1
#37 O=C(NCCc1cccnc1)c1cc(COc2ccc(F)cc2F)on1
#38 CCN(CC(=O)Nc1c(F)cccc1F)C(=O)Cc1ccc(OC)c(S(=O)(=O)N2CCOCC2)c1
#39 CC1=CSC2=NS(=O)(=O)CCN12
#40 O=c1c2ccccc2oc2cc(C#CC3(O)CCCCC3)ccc12

assay / compound,31,32,33,34,35,36,37,38,39,40
LYPLA1 inh,2,3,nt,-2,-5,2,-2,1,5,-5
PAFAH2 FP inh,0,2,11,9,3,4,4,3,4,-8
PREPL inh,13,8,12,17,8,8,0,14,-2,-6
LYPLA2 inh,1,9,nt,7,0,-1,13,1,-2,-8
pPAFAH inh,16,5,2,5,-4,1,4,-2,8,-1
PAFAH1B3 inh,-1,-5,15,-4,4,5,0,3,7,3
PAFAH1B2 inh,4,0,4,2,10,4,7,1,7,-4
PAD4 FP inh,-6,-6,0,9,2,-1,-5,9,2,-5
GSTO1 inh,31,8,nt,-5,5,nt,-1,13,6,-26

#41 C#Cc1ccc([C@@H]2C=C(C(=O)NCc3ccccc3)O[C@H](OCc3ccc(CO)cc3)C2)cc1
#42 O=c1c2ccccc2nnn1CSc1ccccc1F
#43 O=C(Cn1ccccc1=S)c1ccc(Cl)c(Cl)c1
#44 NS(=O)(=O)c1ccc(NNC(=O)c2cccs2)cc1
#45 O=C(O)C1(c2ccccc2)CCN(S(=O)(=O)c2ccc(F)c(F)c2)CC1
#46 COc1ccc(C(=O)CSC#N)cc1OC
#47 CCOC(=O)c1c(C)[nH]c(C(=O)COC(=O)CSC)c1C
#48 Cc1ccc(NC(=O)c2cc3c(s2)CCCC3)cc1S(=O)(=O)Nc1ccccc1Cl
#49 CCC(=O)N1c2ccc(S(=O)(=O)NCc3ccccc3)cc2CC1C (configuration not stated)
#50 COc1ccc(NC(=O)CCC(=O)N(Cc2ccc(OC)c(OC)c2)c2nccs2)c(OC)c1

assay / compound,41,42,43,44,45,46,47,48,49,50
LYPLA1 inh,-14,2,-1,2,-2,2,1,-32,-2,-1
PAFAH2 FP inh,-9,4,nt,-4,-10,0,9,-54,0,-5
PREPL inh,16,-5,-42,6,7,-7,-6,17,4,4
LYPLA2 inh,-17,5,-3,-3,-4,4,2,-58,0,-4
pPAFAH inh,12,5,-2,4,-2,3,6,-40,2,4
PAFAH1B3 inh,-2,4,nt,1,5,6,4,-68,3,-5
PAFAH1B2 inh,3,4,nt,2,27*,3,-6,-28,0,6
PAD4 FP inh,1,3,2,-2,-2,13,-6,-6,-3,2
GSTO1 inh,-2,1,5,-3,-1,3,4,-24,0,6

#51 N#CCC(=O)Nc1ccc(C(=O)OCC(=O)C23CC4CC(CC(C4)C2)C3)cc1
#52 CC(=O)Nc1ccc(N2C(=O)CC(N3CCSCC3)C2=O)cc1 (configuration not stated)
#53 Cc1ncc([N+](=O)[O-])n1CC(=O)Nc1ccccc1F
#54 CCC(=O)N1CCc2cc(S(=O)(=O)CCC(=O)NCc3ccco3)ccc21
#55 CC(C)c1ccc(N2CCN(C(=O)c3ccccc3NC(=O)/C=C\C(=O)O)CC2)cc1
#56 O=C(COC(=O)CN1C(=O)C2CCCCC2C1=O)Nc1c(Cl)cccc1Cl (configuration not stated)
#57 O=P(Cc1ccncc1)(c1ccccc1)c1ccccc1
#58 CCCn1c(SCC(=O)NNC(=O)c2ccc(C)cc2)nnc1C(C)C
#59 CCOC(=O)C1CCN(C(=O)c2c(C)oc3c2C(=O)c2ccccc2C3=O)CC1
#60 Cn1c(=O)c2ncn(CC(=O)NCCOCc3ccccc3Cl)c2n(C)c1=O
#61 CCOC(=O)c1cnc2c(C#N)cnn2c1N
#62 CCN(CC)CCN1C(=O)C(=O)/C(=C(/O)c2cnn(-c3ccccc3)c2C)C1c1cccnc1 (configuration not stated)
#63 O=C(NNC(=S)NCc1ccco1)c1ccc(Cl)s1

assay / compound,51,52,53,54,55,56,57,58,59,60,61,62,63
LYPLA1 inh,-6,-2,-1,-3,2,-2,1,1,-2,0,0,1,4
PAFAH2 FP inh,63*,-2,1,-5,5,3,-1,1,5,9,3,6,11
PREPL inh,-6,17,1,-4,7,-4,6,2,4,13,-1,3,-14
LYPLA2 inh,-27,-1,28*,-3,4,-1,-2,-5,5,0,-4,1,-2
pPAFAH inh,2,0,1,1,8,0,0,-5,2,-2,3,0,6
PAFAH1B3 inh,-5,2,3,2,0,11,0,-3,10,13,5,4,3
PAFAH1B2 inh,7,9,4,0,4,2,2,5,7,3,1,-2,-4
PAD4 FP inh,-5,-6,4,0,-1,-3,-2,-7,3,-2,4,2,1
GSTO1 inh,-41,-4,2,6,5,nt,7,10,44*,5,-10,-1,1
